# Screening results: PubChem BioAssay, several laboratories
# Mtb RmlCD inh – M. tuberculosis RmlC/RmlD inhibition. P9WH09+P9WH11. AID 1533. RmlC+RmlD coupled enzyme assay, percent inhibition; primary screen in compound mixtures. inhibition, % at 3.6 µM. 160,000 compounds, 0.03% hits; in the data active means inhibition mostly above about 34%, no sharp cut-off; further: some results filed as inactive read as strong as hits
# Target sequence (P9WH09 whole entry, looked up): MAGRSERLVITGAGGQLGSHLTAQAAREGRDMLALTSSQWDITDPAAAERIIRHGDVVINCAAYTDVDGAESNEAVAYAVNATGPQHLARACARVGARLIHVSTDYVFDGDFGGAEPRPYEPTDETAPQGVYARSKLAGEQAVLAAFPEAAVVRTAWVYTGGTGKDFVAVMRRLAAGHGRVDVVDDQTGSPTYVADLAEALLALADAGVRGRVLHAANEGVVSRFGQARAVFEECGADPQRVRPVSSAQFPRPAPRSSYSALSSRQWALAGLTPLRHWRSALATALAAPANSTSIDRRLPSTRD
# Target sequence (P9WH11 whole entry, looked up): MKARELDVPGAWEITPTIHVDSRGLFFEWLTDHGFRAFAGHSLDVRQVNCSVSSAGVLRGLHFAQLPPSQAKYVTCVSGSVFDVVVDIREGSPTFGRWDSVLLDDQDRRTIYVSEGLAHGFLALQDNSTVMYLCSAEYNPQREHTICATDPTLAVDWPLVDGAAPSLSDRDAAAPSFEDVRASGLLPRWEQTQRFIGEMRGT
# GlmU inhibition – inhibition of mycobacterial GlmU enzyme – biochemical, glucosamine-1-phosphate acetyltransferase (AID 1376). 220,000 compounds, 0.25% hits. M. tuberculosis GlmU acetyltransferase enzyme assay; higher % means a stronger effect. one-dose inhibition, %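 (tested at 30 µM in the primary screen)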; IC50 in µM for titrated hits; in the data active means inhibition above about 13%;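 further: 0% = complete reaction with vehicle and 100% = reaction without substrate; strong numbers were not always called active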
# An asterisk follows results filed as active; nt = no result given. The list is partial; count on the stated rates, not on these rows.
entry	structure	Mtb RmlCD inh	GlmU inhibition
1	Cc1ccc(S(=O)(=O)N2CCCCC2)cc1NC(=O)COC(=O)c1ccc2c(c1)OCO2	nt	1.2%
2	CN1CCN(C(=O)C2=C[C@@H](c3coc4ccccc4c3=O)C[C@@H](OCc3ccc(CO)cc3)O2)CC1	nt	1.3%
3	CN(NC1CC(=O)N(c2ccccc2)C1=O)c1ccccc1 (stereo not drawn)	-12	-0.5%
4	Cn1ncc2c(NNC(=O)c3ccc(O)cc3)ncnc21	-12	3.1%
5	Fc1ccc(Nc2ncnc3sc4c(c23)CCC4)cc1F	18	0.1%
6	COc1ccc(Br)c2oc(S)cc(=O)c12	nt	4.8%
7	O=C(c1ccc(-c2ccccc2)c(F)c1)C1CCCN(CCO)C1 (stereo not drawn)	-3	-0.8%
8	Nc1nnnn1/N=C/c1cc(Cl)cc(Cl)c1OCc1ccc(Cl)cc1Cl	13	-3.5%

# The last 3 records of the section above open the next one:
entry	structure	Mtb RmlCD inh	GlmU inhibition
6	COc1ccc(Br)c2oc(S)cc(=O)c12	nt	4.8%
7	O=C(c1ccc(-c2ccccc2)c(F)c1)C1CCCN(CCO)C1 (stereo not drawn)	-3	-0.8%
8	Nc1nnnn1/N=C/c1cc(Cl)cc(Cl)c1OCc1ccc(Cl)cc1Cl	13	-3.5%
9	COC(=O)c1ccc(Cn2nc(C)cc2C)cc1	4	2.2%
10	Cc1ccc(C(=O)N(Nc2nc3ccccc3s2)C(=O)c2ccc(C)cc2)cc1	nt	1.6%
11	COc1cccc(NC(=O)Nc2cc(Cl)ccc2C)c1	11	-7.3%
12	CC(C)CCN1CC(O)=C(c2nc(-c3ccc(Cl)cc3)cs2)C1=N	-8	-4.4%
13	COc1cc(CN2CCN(Cc3ccc([N+](=O)[O-])cc3)CC2)c([N+](=O)[O-])cc1OC	-1	0.6%
14	CN1/C(=C\C=[N+](C)c2ccccc2)C(C)(C)c2ccccc21	nt	-1.6%
15	CC(=O)C1=C(C)NC(SCC(=O)c2cc(Cl)ccc2Cl)=C(C#N)C1c1ccco1 (stereo not drawn)	nt	6.6%
16	O=C(N/N=C/c1cc2cc3c(cc2nc1Cl)OCCO3)c1ccccc1O	0	6.0%
17	CC(=O)Nc1cc(NC(C)=O)cc(-c2nc3ccccc3[nH]2)c1	0	4.6%
18	Cc1c(Cl)c([N+](=O)[O-])nn1CCCC(=O)NC(C)c1ccccc1 (stereo not drawn)	nt	0.5%
19	COC(=O)c1ccc(NC(=S)N2CCN(Cc3cccc(C)c3)CC2)cc1	-15	-3.9%
20	Cc1ccc(-c2nnn(CC(=O)N(CCO)C(C(=O)NC3CCCC3)c3ccc(F)cc3)n2)o1 (stereo not drawn)	-16	6.7%
21	O=S(=O)(Nc1nccs1)c1cc(Cl)ccc1Cl	nt	1.4%
22	CC(NC(=O)CSc1ncccn1)c1ccc(Cl)cc1Cl (stereo not drawn)	-8	-0.6%
23	CCn1nc(C)c(/C=N\NC(=O)c2ccc3c(c2)OCO3)c1C	nt	-2.5%
24	CCSC1=C(C#N)C(c2ccccc2Cl)CC(=O)N1 (stereo not drawn)	nt	-1.6%
25	CC(C)CC1c2[nH]c3ccccc3c2CCN1C(=O)CCC(=O)N(C)C (stereo not drawn)	-1	-2.2%
26	CC(=O)N1CC(C)c2scc(C)[n+]2-c2ccccc21 (stereo not drawn)	2	1.9%
27	CN1C2CCC1/C(=C\c1ccccc1Cl)C(=O)/C2=C\c1ccccc1Cl	11	-4.1%
28	Cc1occc1C(=O)N1CCN(S(C)(=O)=O)CC1	-5	2.9%
29	CSC1=NCCN1S(=O)(=O)c1ccc(Cl)cc1	-13	-4.6%
30	CC(=O)Nc1ccc(/C=C/C(=O)c2ccccc2)cc1	1	0.7%
31	O=S(=O)(c1ccc(S(=O)(=O)N2CCOCC2)cc1)N1CCCC1	-10	-2.5%
32	CCOC(=O)c1c(C=O)c(C)n(Cc2ccc(C)cc2)c1C	nt	3.3%
33	O=S(=O)(Nc1ncccc1O)c1ccc(Cl)cc1	nt	-4.6%
34	CCCCS(=O)(=O)/C=C\C=C/S(=O)(=O)CCCC	11	nt
35	CS(=O)(=O)Nc1ccccc1C(=O)NC1CC2CCC1C2 (stereo not drawn)	2	2.9%
36	CN(c1ccccc1)S(=O)(=O)c1ccc(C(=O)NCc2cccs2)cc1	nt	0.9%
37	CC[C@H](C)[C@H](NC(=O)c1ccccc1)C(=O)Nc1ccc(S(=O)(=O)Nc2cc(C)nc(C)n2)cc1	nt	-3.0%
38	C/C(=N/NC(=O)c1cc(-c2ccc(Br)s2)[nH]n1)c1ccco1	2	1.9%
39	O=C(c1ccc(CNS(=O)(=O)c2ccccc2)cc1)N1CCN(Cc2ccccc2)CC1	9	7.6%
40	CCc1ccc(-n2c(=S)sc3c(=O)n(-c4ccccc4OC)c(=S)[nH]c32)cc1	14	1.9%

# Brought forward from above: 2 entries, followed by the next part.
entry	structure	Mtb RmlCD inh	GlmU inhibition
39	O=C(c1ccc(CNS(=O)(=O)c2ccccc2)cc1)N1CCN(Cc2ccccc2)CC1	9	7.6%
40	CCc1ccc(-n2c(=S)sc3c(=O)n(-c4ccccc4OC)c(=S)[nH]c32)cc1	14	1.9%
41	Cc1ccc(NC(=O)CSc2ncnc3ccccc23)cc1S(=O)(=O)N1CCOCC1	-1	7.1%
42	Cc1cc(C)n(-c2cc(O)c(-n3nc(C)cc3C)cc2O)n1	nt	3.9%
43	COc1cc(N(C)C)c([N+](=O)[O-])cc1C(=O)N1CCOCC1	-4	0.9%
44	Cc1ccccc1NC(=O)c1csc2c1CCCC2	1	-5.6%
45	Cc1cc(C(=O)Nc2c(C)n(C)n(-c3ccccc3)c2=O)cs1	-5	-3.0%
46	CCN(CC)CCNS(=O)(=O)c1ccc(OC)c(Br)c1	11	-2.8%
47	O=C(NC1CCSC1=O)c1ccccc1 (stereo not drawn)	18	-3.1%
48	O=C1CN(C(=O)CSc2nnc(-c3ccccc3)n2Cc2ccc3c(c2)OCO3)c2ccccc2N1	16	0.8%
49	CCC(=O)n1nc(-c2ccccc2)nc1SCC(=O)Nc1ccc(C)cc1	-5	-1.1%
50	COc1ccc2c(C)cc(N3CCCCCC3)nc2c1	-10	4.2%
51	Cc1cc(C)n(C(=O)c2ccc(NC(=O)C3CC3)cc2)n1	nt	6.6%
52	C=CCSc1nnc(NC(=O)COc2ccccc2)s1	7	1.6%
53	Cc1nc2ccccc2nc(C)c1=NO	-2	2.5%
54	CC(N)(C(=O)O)c1cccc(OCc2cccc(Cl)c2)c1 (stereo not drawn)	9	0.5%
55	O=C(c1cc(F)ccc1F)C1CCCN(CCCc2ccccc2)C1 (stereo not drawn)	nt	3.2%
56	Cc1ccc(C)c2nc(Cl)c(C#N)cc12	14	3.5%
57	CC(C)C(OC(=O)CCC(=O)Nc1nccs1)C(=O)NC1CCCCC1 (stereo not drawn)	4	0.7%
58	CCc1nnc(NC(=O)C2CCCN2S(=O)(=O)c2ccccc2)s1 (stereo not drawn)	nt	-0.7%
59	COc1ccc(C(=O)NC(=S)Nc2ccccc2N2CCN(S(C)(=O)=O)CC2)cc1OC	nt	-4.4%
60	CC(=O)c1ccc(N(C(=O)CNC(=O)c2ccco2)C(C(=O)NCC2CCCO2)c2ccccc2)cc1 (stereo not drawn)	7	-6.3%
61	O=C(O)c1cc([N+](=O)[O-])ccc1C(=O)Nc1ccccc1	-1	0.3%
62	COC(=O)c1cc2occc2n1CC(=O)Nc1ccc(C)cc1C	11	2.8%
63	CCC(C)(C)C1CCc2nc3ccccc3c(C(=O)OC(C)C(=O)Nc3c(C)n(C)n(-c4ccccc4)c3=O)c2C1 (stereo not drawn)	nt	1.5%
64	COc1ccc(CCNC(=O)c2ccc(CSc3ccccc3)o2)cc1	-5	6.0%
65	COc1ccc(NC(=O)CSc2ncnc3c2cnn3CCc2ccccc2)cc1	nt	-3.6%
66	O=S(=O)(NCCc1cn2ccccc2n1)c1ccc2c(c1)OCCO2	nt	2.1%
67	O=C(Cc1ccc(Br)cc1)N1CCN(c2ccccc2)CC1	48	2.6%
68	CC(CC(=O)N1CCc2ccccc21)c1ccccc1 (stereo not drawn)	-27	0.7%
69	COCCn1c(C(=O)N2CCCC2)cc2c1C[C@H]1CN(C(=O)c3ccccc3)[C@@](Cc3ccc(F)cc3)(C(=O)OC)[C@@H]21	nt	-0.6%
70	Cc1sc(NC(=O)c2ccccc2)c(C(=O)NC(C)C)c1C	3	-0.4%
71	O=C(Nc1cccc(C(F)(F)F)c1)N1CCC(c2nc(-c3ccc(F)cc3)no2)CC1	nt	-4.9%
72	Cc1ccc(-c2nc3ccccc3c(=O)n2CCCN2CCOCC2)cc1	0	2.6%

# Laid out differently: 3 of the compounds above
69: COCCn1c(C(=O)N2CCCC2)cc2c1C[C@H]1CN(C(=O)c3ccccc3)[C@@](Cc3ccc(F)cc3)(C(=O)OC)[C@@H]21
  Mtb RmlCD inh = nt
  GlmU inhibition = -0.6%
70: Cc1sc(NC(=O)c2ccccc2)c(C(=O)NC(C)C)c1C
  Mtb RmlCD inh = 3
  GlmU inhibition = -0.4%
71: O=C(Nc1cccc(C(F)(F)F)c1)N1CCC(c2nc(-c3ccc(F)cc3)no2)CC1
  Mtb RmlCD inh = nt
  GlmU inhibition = -4.9%

# Following part.
entry	structure	Mtb RmlCD inh	GlmU inhibition
73	CCC(C)c1ccc(-c2cc(C(=O)OCC(=O)Nc3cc(C)on3)c3ccccc3n2)cc1 (stereo not drawn)	-3	-2.7%
74	Cc1cc(NC(=O)CSc2nc3cc(Cl)ccc3c(=O)n2Cc2ccco2)no1	-3	-4.5%
75	COc1ccc(C(=O)COC(=O)C2CCC(=O)N2)cc1 (stereo not drawn)	0	3.9%
76	Cc1ccc(-n2nc(C)c(=O)c(-c3ccccc3)c2NC(=O)C(C)C)cc1	nt	-0.8%
77	CC(Sc1ccc(Br)cc1)C(N)=O (stereo not drawn)	nt	6.9%
78	Fc1cccc(CN2CCN(c3ncccn3)CC2)c1	-2	6.5%
79	NC(=O)c1ccccc1O	nt	1.5%
80	COc1cccc(CN(C)c2nc(-c3cccs3)nc3ccccc23)c1	5	-6.1%
81	COC(=O)c1sccc1NC(=O)Nc1cccc(Cl)c1Cl	6	0.9%
82	O=C(c1cccs1)N1CCN=C1SCc1ccc(F)cc1	-8	-1.0%
83	Cc1nc2ccccc2cc1OCc1ccccc1	4	nt
84	O=C(NN1C(=O)CSC1=S)C(=O)NN1C(=O)CSC1=S	7	2.7%
85	Cc1ccc(-c2nc3ccccc3c(=O)n2-c2cccc(C)n2)cc1	-35	-1.9%
86	Cc1ccc2nc(SCC(=O)N3c4ccccc4CC3C)c(C)cc2c1 (stereo not drawn)	-3	0.6%
87	CCCNC(=O)COC(=O)CCC(=O)c1cccs1	7	-3.5%
88	CC(C)N(Cc1nc(-c2ccccc2)no1)C(=O)C(C)(C)C	9	2.6%
89	NS(=O)(=O)c1ccc(CCNC(=O)C2CCC(CNS(=O)(=O)c3ccc(Br)s3)CC2)cc1 (stereo not drawn)	83	-3.5%
90	COc1cccc(NC(=O)c2ccccc2-c2ccccc2)c1	8	-4.8%
91	CCCN1C(=O)C(NC(C)=O)c2ccccc21 (stereo not drawn)	nt	-7.6%
92	CCN(C(=O)COC(=O)c1cc(NS(=O)(=O)c2ccc(Cl)c([N+](=O)[O-])c2)ccc1O)C1CCCCC1	11	-3.3%
93	CC1=C(C(=O)Nc2ccccc2F)C(c2ccsc2)C2=C(CC(C)(C)CC2=O)N1 (stereo not drawn)	-10	7.0%
94	Cc1ccc(-c2c(C#N)c(N)nc3c2CCCC3)s1	nt	-0.4%
95	CC(C)OP(=O)(c1ccc(N(C)C)cc1)C(O)c1cccnc1 (stereo not drawn)	15	-5.5%
96	CCCOc1ccc2c3c(c(=O)oc2c1)CCCC3	-3	-3.2%
97	CN1CCN(c2ccc(NC(=O)CN3CCOCC3)cc2F)CC1	4	-6.2%
98	Nc1nc2ccccc2nc1N1CCCC1	-9	1.4%
99	Cc1cc2ccccc2nc1SCC(=O)N1c2ccccc2CC1C (stereo not drawn)	nt	-0.9%
100	CCCN(CCC)CCCNC(=O)c1cc2c(=O)[nH]c3ccccc3c2n1C	nt	-6.6%
101	CCSc1nnc(Cn2c(=O)sc3ccccc32)n1-c1ccccc1C	-3	-1.6%
102	CCCCN(C(=O)CN1CC(C)OC(C)C1)c1c(N)n(CC(C)C)c(=O)[nH]c1=O (stereo not drawn)	1	-2.2%
103	COC(=O)c1ccc(C2/C(=C(\O)c3cccc(OC)c3)C(=O)C(=O)N2CCCN(C)C)cc1 (stereo not drawn)	nt	1.2%
104	CCCNc1nc2c(c(=O)n(C)c(=O)n2C)n1Cc1cccc(C)c1	33	4.5%
105	COc1ccc(CCNC(=O)CCN2C(=O)C3CC=CCC3C2=O)cc1OC (stereo not drawn)	nt	-2.8%
106	CC(CC(=O)Nc1ccncc1)c1ccccc1 (stereo not drawn)	4	-1.9%
107	CCCCn1c(SCC2CCCO2)nc2cc(S(N)(=O)=O)ccc21 (stereo not drawn)	nt	5.4%
108	O=C(CC1OC(=O)c2ccccc21)Nc1ccccc1N1CCOCC1 (stereo not drawn)	nt	3.1%
109	COc1cccc(CC2(CO)CCCN(Cc3ccc(CO)o3)C2)c1 (stereo not drawn)	nt	0.9%
110	O=C(CSCc1ccc([N+](=O)[O-])cc1)N/N=C/c1cccnc1	13	-4.2%
111	CC1CCCC(C)N1S(=O)(=O)c1ccc(S(=O)(=O)NCCc2ccncc2)cc1 (stereo not drawn)	nt	-2.0%
112	Cc1ccc(NC(=O)Cn2nnc3ccccc3c2=O)cc1	-2	-2.1%
113	CC1=CC(=C2C(=O)NC(=O)NC2=O)C=C(C(F)(F)F)N1C(C)C	nt	-0.8%
114	Oc1ccc(N=Nc2c(O)ccc3ccccc23)cc1	-8	1.0%
115	CCC/C=N/NC(=O)c1[nH]c2c([N+](=O)[O-])cccc2c1C	4	-2.1%
